NALP3 yeast inh: NALP3 inflammasome inhibitors in reconstituted yeast, primary screen, luminescence, uHTS; 330,000 tested, 0.39% active; Yeast reconstituted NLRP3/ASC/caspase-1, beta-gal luminescence, 24 h; inhibition, % at 10 µM;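 active = inhibition of 50% or more; inactive = inhibition below 50%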;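 note: plate controls were induced DMSO wells for no effect and uninduced yeast grown without galactose for full effect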
SENP6 block: SENP6 protease inhibitors, primary screen, biochemical, luminescence, uHTS | Sentrin-specific protease 6 (Homo sapiens), Q9GZR1 | Recombinant SENP6 catalytic domain, aminoluciferin luminescence | inhibition, % at 10 µM | 330,000 tested, 1.8% active | AID 2599, 2010;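 active = inhibition above about 50% at the single tested dose, limit read from the data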;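 note: plate controls were DMSO wells with enzyme for no effect and DMSO wells lacking enzyme for full effect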
SENP8 block-1: human SENP8 protease inhibitors, primary screen, biochemical, fluorescence, Nedd8 protein substrate, uHTS; Sentrin-specific protease 8 (Homo sapiens), Q96LD8; recombinant SENP8; inhibition, % at 20 µM; 360,000 tested, 0.64% active; AID 602440, 2012; in the data active = inhibition mostly above about 40%, no sharp cut-off; inactive = mostly below about 27%
Target sequence (Q96LD8 whole entry, looked up): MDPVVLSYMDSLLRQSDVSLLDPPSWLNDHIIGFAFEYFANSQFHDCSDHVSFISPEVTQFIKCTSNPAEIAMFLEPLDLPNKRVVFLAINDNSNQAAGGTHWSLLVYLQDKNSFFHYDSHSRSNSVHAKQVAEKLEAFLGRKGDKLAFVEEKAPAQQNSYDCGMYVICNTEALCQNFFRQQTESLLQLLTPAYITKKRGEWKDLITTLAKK
SENP1 inh: human SENP1 catalytic domain inhibitors, primary screen, biochemical, FRET, uHTS | Sentrin-specific protease 1 (Homo sapiens), Q9P0U3 | recombinant SENP1 catalytic domain, CyPet-SUMO1-YPet FRET cleavage | 360,000 tested, 0.21% active | inhibition, % at 10 µM | AID 624204, 2012;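 active = inhibition at least 30% at 10 µM, raw YFP signal under a set limit, fluorescence ratio 0.5 to 1.5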;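 note: 0% = enzyme with DMSO and 100% = no enzyme wells; some results filed as inactive read as strong as hits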
Target sequence (Q9P0U3 419-644 limits assumed): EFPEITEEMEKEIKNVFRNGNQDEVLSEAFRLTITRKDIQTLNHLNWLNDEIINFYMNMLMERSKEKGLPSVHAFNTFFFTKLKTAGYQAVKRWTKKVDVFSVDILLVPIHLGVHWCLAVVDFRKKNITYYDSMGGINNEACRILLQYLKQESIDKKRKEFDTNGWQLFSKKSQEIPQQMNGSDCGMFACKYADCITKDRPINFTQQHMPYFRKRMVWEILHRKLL
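material = recombinant human SENP1 catalytic domain, His6-tagged | quantity = 20 pM enzyme | reagent = 25 nM SUMO1 FRET substrate | compound dosing = 10 µM single point, 0.5% DMSO | timing = 50 min enzyme reaction, room temperature, light-protected | detection = FRET, CFP and YFP emission | control set = no-enzyme low, enzyme-DMSO high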
SENP8 block-2: SENP8 protease inhibitors, primary screen, biochemical, luminescence; 330,000 tested, 1.2% active; inhibition, % at 10 µM; purified SENP8, Z-RLRGG-aminoluciferin cleavage; Sentrin-specific protease 8 (Homo sapiens), Q96LD8; AID 2540, 2010; in the data active = inhibition above about 50%
HKDC1 inh: HKDC1 hexokinase inhibitors, primary screen, biochemical, fluorescence, uHTS; Q2TB90; recombinant HKDC1, G6PDH/diaphorase resazurin coupled fluorescence; inhibition, % at 20 µM; 340,000 tested, 0.16% active;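 active = inhibition above about 35% when tested at 20 µM, limit read from the data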;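 note: plate controls were DMSO wells with enzyme for no effect and DMSO wells lacking enzyme for full effect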
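Test system: recombinant HKDC1 (HK5) hexokinase enzyme, produced in-house / Doses: 20 µM test compound, 1% DMSO / Timing: 90 min, room temperature / Detection: G6PDH/diaphorase-coupled fluorescence, 1 mM NADP, 100 µM resazurin, 525/613 nm / Control set: DMSO wells with and without enzyme mix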
Apaf1 inhib: inhibitors of human Apaf-1 apoptosome, primary screen, biochemical, DEVD-Rh110 fluorescence, uHTS; Apoptotic protease-activating factor 1 (Homo sapiens), O14727; reconstituted apoptosome caspase-3 activity; inhibition, % at 20 µM; 330,000 tested, 0.71% active; active = inhibition of at least 40% at 20 µM;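 note: plate controls were DMSO wells for no effect and DEVD-CHO caspase inhibitor wells for full effect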
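System: reconstituted apoptosome with Apaf-1, cytochrome c, caspase-9, procaspase-3, dATP; Signal: Rh110 fluorescence intensity; Schedule: 30 min compound preincubation, 50 min activation, room temperature; Reagent: cytochrome c trigger plus (Z-DEVD)2-Rh110 caspase-3 substrate.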
SENP7 inh: SENP7 protease inhibitors, primary screen, biochemical, luminescence, uHTS; 330,000 tested, 1.5% active; Sentrin-specific protease 7 (Homo sapiens), Q9BQF6; recombinant SENP7, Z-RLRGG-aminoluciferin luminescence, 40 min; inhibition, % at 5 µM;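 active = inhibition above about 50% at the single test dose, limit read from the data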;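 note: plate controls were DMSO with enzyme for no effect and no enzyme buffer wells for full effect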
Target sequence (Q9BQF6 706-1050 limits assumed): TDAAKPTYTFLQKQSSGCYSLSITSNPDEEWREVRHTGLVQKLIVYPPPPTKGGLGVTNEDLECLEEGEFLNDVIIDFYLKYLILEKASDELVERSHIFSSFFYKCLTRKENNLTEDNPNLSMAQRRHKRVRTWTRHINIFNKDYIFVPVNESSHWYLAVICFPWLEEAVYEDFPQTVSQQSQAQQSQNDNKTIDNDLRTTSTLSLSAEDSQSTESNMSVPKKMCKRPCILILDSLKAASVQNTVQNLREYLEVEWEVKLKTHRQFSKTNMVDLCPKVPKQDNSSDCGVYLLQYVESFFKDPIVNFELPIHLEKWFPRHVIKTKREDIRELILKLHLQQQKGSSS
PfG6PD inh: PfG6PD enzyme inhibitors, primary screen, biochemical, fluorescence intensity, uHTS | inhibition, % at 20 µM | PfGluPho enzyme, NADPH resazurin-diaphorase fluorescence | 350,000 tested, 0.78% active | glucose-6-phosphate dehydrogenase-6-phosphogluconolactonase (Plasmodium falciparum 3D7);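 active = inhibition reaching at least a set limit at 20 µM in the primary screen, cut at about 59% in these data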;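 note: 0% = DMSO wells with substrate and 100% = DMSO wells lacking glucose-6-phosphate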
* hit, by the source's call; . = not tested or not shown. Rows are unselected; any-hit rate near 4.1%.

Values run as follows: NALP3 yeast inh	SENP6 block	SENP8 block-1	SENP1 inh	SENP8 block-2	HKDC1 inh	Apaf1 inhib	SENP7 inh	PfG6PD inh
> CCOc1ccc(NC(=O)c2ccc(NC(=O)COC(=O)Cc3ccc(OC)cc3)cc2)cc1
 : 8	-13	-6	2	-1	-1	-2	-1	-12
> C=CCN1C(=O)C(O)(CC(=O)c2ccc(-n3cccc3)cc2)c2ccccc21 (stereo not given)
 : 12	-5	-25	-2	-1	8	-1	8	-3
> Cc1ccc(/C=C/C(=O)OCC(=O)Nc2cccc(S(=O)(=O)N(C)C)c2)o1
 : -3	10	13	-2	4	-3	2	2	14
> CC(C)C[C@H]1CN=C(N(C)C)N1CCCCc1ccccc1
 : 14	-4	14	1	2	1	15	1	-12
> Nc1c(Cl)cc(NC(=O)c2ccccc2C(=O)O)cc1Br
 : -1	-19	8	1	0	-4	-2	7	9
> CCOc1ccc(CN(C)CC(=O)Nc2cccc(C)c2)cc1OC
 : 13	21	13	-1	-5	-5	-15	9	5
> NC(=O)c1ccc(NC(=O)c2ccc3c(c2)OCO3)cc1
 : 1	9	12	3	0	-5	-10	46	-11
> Cc1cc(C)cc(Nc2nc3c(S(=O)(=O)c4ccccc4)nnn3c3ccccc23)c1
 : .	.	-406	-3	.	-2	.	.	-6
> O=C(CSc1nnc(-c2ccccc2F)n1C1CC1)NC(=O)c1cccc([N+](=O)[O-])c1
 : -1	-6	11	0	-8	-10	1	4	-8
> O=C1OCCN/C1=C\C(=O)c1ccccc1
 : 0	-14	17	-7	2	4	-10	4	0
> CCS(=O)(=O)NC(C)C(c1cccs1)N1CCN(C)CC1 (stereo not given)
 : -5	-3	3	3	-7	-10	3	-5	-6
> COc1cc2sc3ccc(C#Cc4ccc(N)cc4)cc3c(=O)c2cc1OC
 : 0	-8	-198	-35	-13	10	9	-14	1
> COC(=O)c1cc(S(=O)(=O)NC2CCC(C)CC2)cn1C (stereo not given)
 : 3	11	9	-1	5	-1	-10	4	-12
> COCc1cccc(NC(=O)CCc2ccccc2)c1
 : 9	-2	8	2	-2	-5	-5	7	8
> CCCCN(Cc1ccco1)C(=O)Cn1ncc2c(=O)oc3ccc(C)cc3c21
 : 12	-8	15	0	-2	-6	6	-5	-1
> CCOC(=O)C1(CCOc2ccccc2)CCN(Cc2cccn2-c2ncccn2)CC1
 : 17	-8	3	-4	3	1	-3	-1	19
> COc1ccc(C(=O)CSc2nnc(-c3ccc(S(=O)(=O)N4CCOCC4)cc3)o2)cc1
 : -6	-9	15	4	-10	-4	0	-4	5
> COc1ccccc1CN1[C@@H](CC(C)=O)c2cc(C(F)(F)F)ccc2S1(=O)=O
 : -3	11	-12	-6	-1	2	2	-8	-10
> CC(=O)NCCc1c[nH]c2ccc(O)cc12
 : 17	-4	7	0	-11	6	0	-1	7
> COCCN1CN(S(=O)(=O)c2cccc(Cl)c2)c2nc3ccccc3nc21
 : 9	5	-337	-15	-7	-2	10	-5	-5
> C=CCn1c(=O)[nH]c2nc3cc(N=CN(C)C)c(C)cc3nc2c1=O
 : 12	4	-79	-37	-3	3	-14	9	10
> CSc1nc(-c2ccco2)nn1S(=O)(=O)c1ccc(C)cc1
 : 12	1	20	1	2	0	-4	0	14
> Nc1ncnc(Nc2ccc(S(N)(=O)=O)cc2)n1
 : .	.	8	-5	.	-1	.	.	-7
> CN1/C(=C\C=C(/C#N)C(=O)Nc2ccc(Cl)cc2)C(C)(C)c2ccccc21
 : -4	-23	-76	-26	-9	-4	9	-3	-6
> Cc1cc(OCc2cc(C(=O)N(C)CC3CCOCC3)no2)cc(C)c1Cl
 : 16	-4	1	-1	-10	-4	21	8	13
> O=C(Nc1ccccc1N1CCCC1)c1cc(=O)[nH]c2ccccc12
 : 1	-5	4	1	0	-6	2	3	-1
> Cc1cc(C)cc(C(=O)N(c2ccccn2)C(C)c2ccco2)c1 (stereo not given)
 : 19	-11	9	-2	-5	2	11	-7	1
> CCOC(=O)N1CCC(NC(=O)c2cc(S(=O)(=O)N3CCCCC3)ccc2F)CC1
 : -1	-25	-1	3	0	-1	-2	1	-8
> Cc1nnc(SCc2nnc(-c3cccs3)o2)n1C
 : 7	-10	9	0	2	-2	3	0	-18
> CC(C)c1ccc(O)c(NC(=O)c2ncn[nH]2)c1
 : 15	0	14	2	0	-3	14	6	-5

Exported field by field: entries from further up
Molecule: Nc1ncnc(Nc2ccc(S(N)(=O)=O)cc2)n1
  NALP3 yeast inh: .; SENP6 block: .; SENP8 block-1: 8; SENP1 inh: -5; SENP8 block-2: .; HKDC1 inh: -1; Apaf1 inhib: .; SENP7 inh: .; PfG6PD inh: -7
Molecule: CCCCN(Cc1ccco1)C(=O)Cn1ncc2c(=O)oc3ccc(C)cc3c21
  NALP3 yeast inh: 12; SENP6 block: -8; SENP8 block-1: 15; SENP1 inh: 0; SENP8 block-2: -2; HKDC1 inh: -6; Apaf1 inhib: 6; SENP7 inh: -5; PfG6PD inh: -1

Going on with the list:
Values run as follows: NALP3 yeast inh	SENP6 block	SENP8 block-1	SENP1 inh	SENP8 block-2	HKDC1 inh	Apaf1 inhib	SENP7 inh	PfG6PD inh
> CC(C)NC(=O)Nc1ccc2c(c1)C(=O)N([C@H](C)CO)C[C@@H](C)[C@@H](CN(C)C(=O)NC1CCCCC1)O2
 : 17	-5	-87	2	-11	1	5	-1	-3
> Cc1nn(C)cc1CNC(=O)c1cnn2c(C(F)F)cc(C3CC3)nc12
 : -12	-7	-95	4	-3	-4	-9	5	-1
> O=C(O)c1ccc2c(=O)[nH]c(CN3CCOCC3)nc2c1
 : 1	6	23	1	1	-1	-4	-9	-12
> CCc1ccc(N2Cc3ccccc3C2)cc1
 : 29	36	-3	-1	18	3	18	12	-8
> CN(C)c1ccc(NC(=O)CSCc2nc3c(nnn3Cc3ccc(F)cc3)c(=O)[nH]2)cc1
 : 2	-3	20	-3	8	-6	5	1	28
> COc1ccc(NC(C)=O)cc1S(=O)(=O)Nc1ccc(OCc2ccccc2)cc1
 : 16	2	15	0	0	4	16	2	8
> Cc1cc(C)cc(N(CC(=O)N2CCC(C)CC2)S(=O)(=O)c2ccccc2)c1
 : 4	-6	28	1	-8	5	12	-11	-19
> Cc1cc(C)n(C(=O)/C=C/c2cccs2)n1
 : 1	-11	11	1	-27	-1	-4	56*	10
> CCNC(=O)C1CC(=O)N(CCCc2ccccc2)C(=Nc2ccccc2)S1 (stereo not given)
 : 14	-9	6	-3	6	-2	-4	-1	24
> O=C(CSCc1cc(=O)n2nc(C3CC3)sc2n1)Nc1ccccc1Cl
 : 22	-11	7	6	6	-4	11	-3	-8
> COc1ccc(-c2nnc(-c3cc4ccccc4oc3=O)o2)cc1
 : 14	-7	-349	-71	-8	-13	-8	3	-10
> CCOc1c(Br)cc(/C=C2\C(=O)N(CCC#N)N=C2C)cc1OC
 : 24	11	51*	1	1	5	76*	9	30
> COc1ccc2c(CC(=O)Nc3ccc(OC)nc3)coc2c1
 : 16	2	0	-6	5	0	-6	9	-16
> Cc1ccc(/C([O-])=C(/C(=S)NCc2ccccc2)[n+]2cccc(CO)c2)cc1[N+](=O)[O-]
 : .	.	1	-16	.	1	.	.	29
> CC(C)n1c(N2CCN(C(=O)Nc3ccccc3)CC2)nc2ccccc21
 : 3	-13	20	4	-5	6	4	-5	3
> CN(C)C(=O)c1ccc(NC(=O)c2ccccc2SCC(=O)N2CCCC2)cc1
 : 5	-20	-17	-2	7	-5	-6	-1	1
> O=C(Nc1cccnc1)c1ccc(-c2cc(Cl)ccc2Cl)o1
 : 21	-2	-26	0	-13	-6	24	3	24
> OCCN1CCN(Cc2cc(Cl)c3cccnc3c2O)CC1
 : 26	13	29	-3	-3	0	-1	0	18
> C=CCn1cc(C(=O)NCCCOC)c(=O)c2cc(S(=O)(=O)N3CCC(C)CC3)ccc21
 : 17	-1	-8	-1	5	-2	2	-2	15
> O=C(CCSc1nc(-c2ccco2)cc(C(F)(F)F)n1)NCCN1CCOCC1
 : 17	8	-5	0	-3	-11	-56	-9	-9
> O=C(COC(=O)c1ccc2ccccc2c1O)NCC(F)(F)F
 : 0	3	-418	-1	-2	8	-9	6	11
> CC(=O)Nc1ccc(S(=O)(=O)N(C)CC(=O)Nc2ccccc2N2CCCC2)cc1
 : 0	2	7	1	12	1	7	2	1
> COc1ccc(C(=O)Nc2cc(Cl)cc(Cl)c2)c(OC)n1
 : -4	-12	6	1	-8	1	1	10	-9
> FC(F)(F)Oc1ccc(NC(=S)Nc2ccc(OC(F)(F)F)cc2)cc1
 : 31	7	1	-1	5	5	-3	3	29
> COc1ccc(OC)c(Nc2nc(C)nc3c2oc2ccccc23)c1
 : -2	-10	-276	-7	3	1	10	5	3
> O=C(c1ccc(C(=O)N2CCOCC2)s1)N1CCOCC1
 : -13	-6	18	2	-5	2	-6	16	1
> Cc1cccc(Sc2nc(-c3ccccc3)ncc2C(=O)O)c1
 : 4	13	-1	-2	6	-6	11	-2	-25
> Cc1cc(C)n(CC(O)COc2ccccc2Br)n1 (stereo not given)
 : 16	-13	2	2	-13	-4	-4	-11	6

Screening results deposited in PubChem BioAssay by Sanford-Burnham Center for Chemical Genomics.
